# Screening results deposited in PubChem BioAssay by Broad Institute.
# E-selectin induc – E-selectin induction in HUVECs, primary screen, imaging, HUVEC, immunofluorescence imaging, single point. activation, % at 7.58 µM. normalized: neutral wells 0, TNF-alpha wells 100. actives 0.37% (n = 260,000). AID 686992, 2013;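 active means mean E-selectin-positive cell signal at least 10% of the positive control, reached in at least 60% of replicates, without over 20% cell loss; inconclusive means no rule given, readout overlaps actives, possibly toxicity-flagged; inactive means the rest, including those meeting only one limit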;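 further: in these data hits start at about 27%; measured in HUVEC primary endothelial cells; signal is the percent of cells scored E-selectin positive by PE staining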
# Target sequence (P16581 whole entry, looked up): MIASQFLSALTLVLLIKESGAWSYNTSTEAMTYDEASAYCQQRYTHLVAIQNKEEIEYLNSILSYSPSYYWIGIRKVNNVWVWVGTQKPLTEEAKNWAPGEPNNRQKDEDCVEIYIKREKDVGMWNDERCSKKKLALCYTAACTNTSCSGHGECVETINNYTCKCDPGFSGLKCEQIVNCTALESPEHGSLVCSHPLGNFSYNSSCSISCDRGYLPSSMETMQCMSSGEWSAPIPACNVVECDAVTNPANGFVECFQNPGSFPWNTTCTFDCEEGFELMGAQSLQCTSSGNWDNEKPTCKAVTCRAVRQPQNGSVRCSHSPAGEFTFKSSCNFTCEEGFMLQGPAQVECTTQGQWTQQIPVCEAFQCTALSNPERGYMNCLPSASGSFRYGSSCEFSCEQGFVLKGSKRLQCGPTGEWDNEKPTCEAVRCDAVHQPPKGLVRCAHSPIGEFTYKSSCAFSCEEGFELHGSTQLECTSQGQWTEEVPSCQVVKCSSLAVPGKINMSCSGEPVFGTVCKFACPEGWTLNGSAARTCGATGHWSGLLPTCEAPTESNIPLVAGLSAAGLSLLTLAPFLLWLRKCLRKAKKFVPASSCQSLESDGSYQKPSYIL
#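 Read-out: % PE-positive cells | Test system: HUVEC | Doses: One compound dose added by pin transfer | Buffer or medium: EGM-2 over gelatin coat | Signal: Immunofluorescence imaging | Benchmarks: TNF-alpha, DMSO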
# EWS-Fli block – EWS/Fli-driven NR0B1 reporter inhibitors, primary screen, A673 cells, NR0B1 luciferase, luminescence, MLPCN library. actives 0.67% (n = 350,000). inhibition, % at 12.6 µM. viability-normalised;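 active means mean inhibition of at least 50% after viability correction, with every replicate also passing that limit; inconclusive means mean reaches 50% but only one of two replicates passes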;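 further: firefly luciferase signal divided by Alamar Blue viability fluorescence both relative to DMSO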
# RAD54 inh – inhibitors of human RAD54 branch migration, primary screen, biochemical, fluorescence, single point; RAD54 Holliday junction branch migration, FAM/BHQ fluorescence; inhibition, % at 10.4 µM; actives 0.14% (n = 360,000);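 active means mean normalized replicate activity at least 40 and at least half of replicates scoring 40 or more; inconclusive means only one of the two criteria met; inactive means mean below 40 and under half of replicates reaching 40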;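 further: 0% = median of neutral control wells and 100% = median of positive control wells; inhibitors cause a drop in the FAM fluorescence signal; in these data hits start at about 50%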
# esBAF inh – Bmi1 luciferase reporter increase in mESCs, primary screen, esBAF inhibitor project, mouse ES cells, Bmi1 luciferase knock-in, single point. 24 h; 100% = twice the neutral-well signal. reporter increase, % at 12.5 µM. actives 2% (n = 350,000). AID 602393, 2012; in the data active means activation above about 40%; inconclusive means no clear call, values can overlap the other calls;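 further: 0% = median of the plate's neutral control wells and 100% = double that signal; a rise in the Bmi1 reporter signal indicates esBAF inhibition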
# S100A4 MyoIIA – inhibitors of S100A4-myosin IIA peptide binding, primary screen, biochemical, fluorescence polarization, TAMRA-MyoIIA peptide | actives 0.14% (n = 360,000) | inhibition, % at 10.7 µM | Protein S100-A4 (Homo sapiens), P26447;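 active means mean inhibition of at least 70% across replicates, with every replicate also reaching that level; inconclusive means mean inhibition reaches 70% but some replicates fall short; inactive means mean inhibition below 70%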
# Target sequence (P26447 whole entry, looked up): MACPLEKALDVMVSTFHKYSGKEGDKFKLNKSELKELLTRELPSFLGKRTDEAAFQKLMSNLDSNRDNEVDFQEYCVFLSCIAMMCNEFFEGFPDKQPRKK
#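 Test system – S100A4 monomer (human) · Compound – single-point compound testing · Schedule – 5 min incubation before reading · Probe or stimulus – TAMRA-labelled myosin IIA heavy-chain peptide probe, 5 nM · Benchmarks – neutral control DMSO, positive control TFP · Medium – Calcium-containing HEPES buffer, pH 7.2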
# XiGFP reactiv – activators of inactive X chromosome reactivation, primary screen, imaging, XiGFP fibroblasts, GFP high-content imaging, set 2. activation, % at 7.58 µM. actives 0.055% (n = 360,000). XiGFP mouse fibroblasts, % GFP-positive cells imaging, 3 d; cells co-treated with 5-aza-dC sensitizer; scaled so ellipticine positive control = 100%;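 active means mean normalized replicate activation at least 10% and every replicate at or above 10%; inconclusive means only one of the two criteria met; inactive means mean below 10% and not all replicates reach 10%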;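 further: 0% = median of on-plate neutral control wells and 100% = ellipticine 6 µM median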
#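 Schedule: 3 d treatment, 15 min room-temperature fixation; system: 68-5-11 XiGFP fibroblast line; buffer or medium: DMEM plus 5-aza-dC sensitizer; control set: ellipticine 6 µM positive control; compound: one concentration, pinned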
# FN deposit inh – inhibitors of fibronectin matrix deposition, primary screen, AH1F cells, Alexa488-fibronectin fluorescence, plate reader; inhibition, % at 12.6 µM; actives 0.086% (n = 350,000); AH1F fibroblasts, overnight; AID 743247, 2014;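 active means mean inhibition across replicates of 30% or more, regardless of how many single replicates reach that level; inconclusive means mean under 30% yet at least half of replicates reach 30%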;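 further: positive control wells lacked labelled fibronectin entirely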
#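 Material: AH1F fibroblast monolayer depositing Alexa488-labelled fibronectin into matrix | Input: 10000 AH1F cells/well | Medium: DMEM plus 2% serum, read in PBS | Reagent: Alexa488-fibronectin, 24 nM final in well | Compound dosing: One dose per compound, pinned | Schedule: 1 h adhesion, overnight exposure | Measured by: Fluorescence at 485 nm excitation, 525 nm emission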
# RAD52 anneal inh – RAD52 DNA annealing inhibitors, primary screen, biochemical, FRET, single point, set 2. DNA repair protein RAD52 homolog (Homo sapiens), P43351. recombinant RAD52 DNA annealing, FRET fluorescence. actives 0.46% (n = 360,000). inhibition, % at 18.7 µM;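 active means every replicate showing at least 50% inhibition; inconclusive means mean inhibition at least 50% but not in every replicate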
# The depositor's hits bear a star; ? = inconclusive; / = not tested or not shown; & = joins results of further samples.
1: O=C(CSc1ncn[nH]1)NC1CCCc2ccccc21 (stereo not given)
2: CC(=O)N1c2ccc(S(=O)(=O)N3CCC(C(=O)NCCc4ccc(Cl)cc4)CC3)cc2CC1C (stereo not given)
3: C[C@@H]1CN([C@@H](C)CO)C(=O)Cc2cc(N(C)C)ccc2O[C@H]1CN(C)CC1CC1
4: COC(=O)c1cc(S(=O)(=O)N2CCN(Cc3ccccc3)CC2)c[nH]1
5: COc1ccc(C(C(=O)NC(C)(C)C)n2c(=O)c(-c3ccccc3)nc3ccccc32)cc1 (stereo not given)
6: COc1ccc(NC(=O)N(C)C[C@H]2Oc3ccc(NC(=O)Nc4ccccc4)cc3C(=O)N([C@@H](C)CO)C[C@@H]2C)cc1
7: CC(C)NC(=O)Nc1ccc2c(c1)C(=O)N([C@H](C)CO)C[C@@H](C)[C@H](CN(C)C(=O)Nc1ccc(C(F)(F)F)cc1)OCCCC[C@H](C)O2
8: CCc1nnc(NS(=O)(=O)c2ccc(N/C=C\C(=O)c3ccc4ccccc4c3)cc2)s1
9: Cc1cc(C)cc(N2CC(O)Cn3c2nc2c3c(=O)[nH]c(=O)n2C)c1 (stereo not given)
10: Cc1cc(C(=O)NNC(=O)COc2ccccc2Cl)n[nH]1
assay / entry	1	2	3	4	5	6	7	8	9	10
E-selectin induc	/	/	-0.1	/	-0.2	-0.2	0.0	0.8	/	0.3
EWS-Fli block	1	2	-3	3	-15	-14	11	-6	20	5
RAD54 inh	/	1	4	1	/	12	-1	-16	-8	-9
esBAF inh	/	-14	-3	-4	/	-2	-3	/	-6	0
S100A4 MyoIIA	-2	-18	4	-4	-2	-9	-25	-8	0	-6
XiGFP reactiv	0.1	0.1	3.5	-0.1	0.3	-1.0	0.2	0.0	0.0	0.1
FN deposit inh	-1	-3	-6	-6	-26	/	/	5	-5	1
RAD52 anneal inh	-6	-12	1	-4	-3	-10	-4	-38	-5	4

11: COc1ccc2cc3c(N)nn(C(=O)c4ccccc4Cl)c3nc2c1
12: COCCN(C(=O)CSc1nnc(-c2ccccc2C)n1C)c1c(N)n(Cc2ccccc2)c(=O)[nH]c1=O
13: CC(=O)Nc1ccc(NC(=O)C/C(C)=N/NC(=O)COc2cc(C)c(Br)cc2Br)cc1
14: O=C(Nc1nc2c(F)cc(F)cc2s1)C1CCN(C(=O)c2ccc(F)cc2)CC1
15: CN1c2ccc(-c3ccccc3F)cc2[C@H]2[C@H](CCN2C(=O)CN2CCOCC2)[C@H]1CO
16: CN(CC(=O)Nc1ccc(Cl)cc1)C(=O)c1ccc(COc2ccccc2)cc1
17: C[C@H]1CN([C@@H](C)CO)C(=O)c2cccc(NC(=O)Nc3ccc4c(c3)OCO4)c2O[C@@H]1CN(C)C(=O)Nc1ccccc1
18: COc1ccccc1NC(=O)c1ccc(-n2cncn2)nc1
19: COc1ccc(C(=O)CC(c2ccccc2)C2CCCCC2=O)cc1 (stereo not given)
20: CN(C)CC(=O)N1CC2(C1)[C@@H](c1ccccc1)[C@@H](CO)N2C(=O)C1CCCC1
assay / entry	11	12	13	14	15	16	17	18	19	20
E-selectin induc	/	1.4	/	2.8	-0.6	-0.2	-0.3	-1.9	/	0.1
EWS-Fli block	19	3	5	-42	-4	-1	0	2	12	-10
RAD54 inh	/	/	9	/	-6	5	3	/	-4	/
esBAF inh	-15	/	-3	?	4	9	3	/	-3	/
S100A4 MyoIIA	-17	1	3	1	0	-11	/	0	-3	9
XiGFP reactiv	0.1	0.1	0.0	0.0	0.0	0.2	-1.3	0.0	/	0.2
FN deposit inh	1	-2	-22	-5	-7	4	/	-9	/	12
RAD52 anneal inh	4	-13	9	-19	-1	-14	/	-9	-4	-17

21: O=C(c1ccc(F)cc1)N1CCCCN2[C@H](CO)[C@H](c3ccc(C#CC4(O)CCCC4)cc3)[C@@H]2C1
22: O=c1[nH]c(Nc2ccccc2Cl)cc2ccccc12
23: CCc1cnc(N2[C@H](C#N)[C@@H](c3ccccc3)[C@@H]2CO)s1
24: CC(C)NC(=O)Nc1ccc2c(c1)CC(=O)N([C@H](C)CO)C[C@H](C)[C@@H](CN(C)C(=O)Nc1ccccc1)O2
25: COc1ccc(-n2nc3cc(C)c(N)cc3n2)cc1Cl
26: COc1cc(C(=O)OCC(=O)c2ccccc2)cc2c1OCCO2
27: O=C(Nc1ccccc1F)c1cc(S(=O)(=O)N2CCOCC2)ccc1N1CCOCC1
28: O=C(c1ccc2c(c1)OCO2)N1CC2(C1)[C@H](c1ccccc1)[C@@H](CO)N2C(=O)C1CCC1
29: Cc1cccc(NC(=O)C2CCCN(c3cnccn3)C2)c1 (stereo not given)
30: COCC#Cc1ccc([C@@H]2[C@@H](CO)N3C(=O)CN(C(=O)Nc4ccccc4F)C[C@H]23)cc1
assay / entry	21	22	23	24	25	26	27	28	29	30
E-selectin induc	0.0	/	3.4	1.2	/	0.1	/	-0.3	/	-0.1
EWS-Fli block	-9	-15	-14	-2	-102	-29	4	5	/	10
RAD54 inh	4	15	-9	2	-8	6	-3	/	-10	/
esBAF inh	/	33	3	-1	28	15	-3	/	0	/
S100A4 MyoIIA	1	10	4	4	25	-5	8	-3	-2	-9
XiGFP reactiv	-0.1	0.0	0.1	1.1	0.1	0.1	0.0	0.1	0.0	0.0
FN deposit inh	/	4	-8	/	-22	-2	-9	/	-56	-6
RAD52 anneal inh	0	-31	-3	3	1	-10	-12	-15	-3	-11

# Whole records from above. Screens in order: E-selectin induc	EWS-Fli block	RAD54 inh	esBAF inh	S100A4 MyoIIA	XiGFP reactiv	FN deposit inh	RAD52 anneal inh
# CCc1cnc(N2[C@H](C#N)[C@@H](c3ccccc3)[C@@H]2CO)s1 across the screens: 3.4	-14	-9	3	4	0.1	-8	-3
# O=c1[nH]c(Nc2ccccc2Cl)cc2ccccc12 across the screens: /	-15	15	33	10	0.0	4	-31

# Back to the main list; the 4 compounds before the break are reprinted first.
27: O=C(Nc1ccccc1F)c1cc(S(=O)(=O)N2CCOCC2)ccc1N1CCOCC1
28: O=C(c1ccc2c(c1)OCO2)N1CC2(C1)[C@H](c1ccccc1)[C@@H](CO)N2C(=O)C1CCC1
29: Cc1cccc(NC(=O)C2CCCN(c3cnccn3)C2)c1 (stereo not given)
30: COCC#Cc1ccc([C@@H]2[C@@H](CO)N3C(=O)CN(C(=O)Nc4ccccc4F)C[C@H]23)cc1
31: O=C(CN1CCN(c2ccc(O)cc2)CC1)N(C1CC1)C1CCS(=O)(=O)C1 (stereo not given)
32: CCN(C(C)=O)N(CC)c1nc(Cl)nc(NC(C)C)n1
33: O=C(Nc1cccc(F)c1)N1CCCCCC1
34: O=C([C@H]1N[C@H]2c3ccc(C4=CCCCC4)c(=O)n3C[C@H]2[C@@H]1CO)N1CCc2ccccc2C1
35: CN1CCN(C(=S)c2ccc(-c3cccc([N+](=O)[O-])c3)o2)CC1
36: S=C(Nc1ccc(Nc2ccccc2)cc1)NC1CCCCCC1
37: O=C(N[C@H]1CC[C@H](CCNS(=O)(=O)Cc2ccccc2)O[C@H]1CO)c1cnccn1
38: COCCN(C(=O)c1cc(-c2ccco2)nc2ccccc12)c1c(N)n(Cc2ccccc2)c(=O)[nH]c1=O
39: NC1=NC(=O)/C(=C\c2cccnc2)S1
40: CN(C(=O)CSc1nc2cc(C(=O)O)ccc2c(=O)n1Cc1ccccc1)C1CCS(=O)(=O)C1 (stereo not given)
assay / entry	27	28	29	30	31	32	33	34	35	36	37	38	39	40
E-selectin induc	/	-0.3	/	-0.1	/	/	0.2	-0.3	/	/	-0.1	-1.1	-2.3	/
EWS-Fli block	4	5	/	10	-12	2	-10	1	-82	12	5	0	-10	2
RAD54 inh	-3	/	-10	/	4	/	6	/	/	/	-2	-7	/	/
esBAF inh	-3	/	0	/	-2	/	2	-2	/	/	3	1	/	/
S100A4 MyoIIA	8	-3	-2	-9	0	-5	42	/	0	5	/	-12	-4	0
XiGFP reactiv	0.0	0.1	0.0	0.0	0.0	0.1	0.2	0.0	0.3	0.0	0.2	0.6	0.0	0.0
FN deposit inh	-9	/	-56	-6	1	-3	0	/	10	5	0	3	3	/
RAD52 anneal inh	-12	-15	-3	-11	-5	-8	-11	/	-11	-8	-3	-15	-50	0

41: C[C@@H]1CN([C@@H](C)CO)S(=O)(=O)c2ccc(Br)cc2O[C@H]1CN(C)Cc1ccccc1
42: COc1ccccc1NC(=O)N1CCCC(CNC(=O)c2ccccc2Cl)C1 (stereo not given)
43: OCCNC(=S)NC1CCCCC1
44: CC(=O)Cc1nsc(NC(=O)c2ccc(Br)o2)n1
45: CC(=O)C1=C(O)C(=O)N(c2cccnc2)C1c1cccc([N+](=O)[O-])c1 (stereo not given)
46: O=C(CCCn1c(SCc2cc(=O)n3ccccc3n2)nc2ccccc2c1=O)NCC1CCCO1 (stereo not given)
47: COc1ccc(C(=O)C2CCCN(C3Cc4ccccc4C3)C2)c(OC)c1 (stereo not given)
48: NC(=O)c1nsc(C(=O)N(Cc2cccnc2)C(C(=O)NCc2ccc(F)cc2)c2ccc(F)cc2)c1N (stereo not given)
49: O=C(c1ccccc1)N1CCN(C(=O)c2nn3c(C(F)(F)F)cc(-c4ccco4)nc3c2Br)CC1
50: Cc1cc(C(=O)N/N=C/c2cccnc2)n[nH]1
51: CN(C)CCCNc1ccc(S(N)(=O)=O)cc1[N+](=O)[O-]
52: CCCN(C[C@H]1[C@H](c2ccccc2)[C@@H](CO)N1C(C)=O)C(=O)NC(C)C
assay / entry	41	42	43	44	45	46	47	48	49	50	51	52
E-selectin induc	0.4	/	1.0	/	0.5	-0.1	25	-13	0.0	4.5	-1.1	0.2
EWS-Fli block	14	/	/	1	5	-10	8	-6	13	-2	3	0&-3
RAD54 inh	-4	-5	-9	-6	/	-6	/	1	-5	0	/	-5&-1
esBAF inh	-1	-3	5	10	/	-12	2	-10	-2	/	-5	5&-3
S100A4 MyoIIA	11	-4	/	2	-3	-2	-2	2	0	-3	-1	4&-1
XiGFP reactiv	-0.2	0.1	/	/	0.1	0.0	0.0	0.1	0.1	0.1	0.2	0.0
FN deposit inh	/	-20	0	/	4	-4	3	-5	6	7	3	-7
RAD52 anneal inh	14	-5	/	-11	-8	-12	-43	8	-9	-1	-7	-2&-5
